From PubChem
Dicer inh: human Dicer pre-microRNA cleavage inhibition | Q9UPY3 | cat-ELCCA pre-miR-21 Dicer processing, chemiluminescence; active compounds read high | z-score at 25 µM | 47,000 tested, 6% active; in the data active = z-score above about 3, passing the limit was not always enough;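 also: plate controls were vehicle for no effect and no enzyme for full effect; higher signal means more uncleaved substrate so more Dicer inhibition; strong numbers were not always called active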
Target sequence (Q9UPY3 whole entry, looked up): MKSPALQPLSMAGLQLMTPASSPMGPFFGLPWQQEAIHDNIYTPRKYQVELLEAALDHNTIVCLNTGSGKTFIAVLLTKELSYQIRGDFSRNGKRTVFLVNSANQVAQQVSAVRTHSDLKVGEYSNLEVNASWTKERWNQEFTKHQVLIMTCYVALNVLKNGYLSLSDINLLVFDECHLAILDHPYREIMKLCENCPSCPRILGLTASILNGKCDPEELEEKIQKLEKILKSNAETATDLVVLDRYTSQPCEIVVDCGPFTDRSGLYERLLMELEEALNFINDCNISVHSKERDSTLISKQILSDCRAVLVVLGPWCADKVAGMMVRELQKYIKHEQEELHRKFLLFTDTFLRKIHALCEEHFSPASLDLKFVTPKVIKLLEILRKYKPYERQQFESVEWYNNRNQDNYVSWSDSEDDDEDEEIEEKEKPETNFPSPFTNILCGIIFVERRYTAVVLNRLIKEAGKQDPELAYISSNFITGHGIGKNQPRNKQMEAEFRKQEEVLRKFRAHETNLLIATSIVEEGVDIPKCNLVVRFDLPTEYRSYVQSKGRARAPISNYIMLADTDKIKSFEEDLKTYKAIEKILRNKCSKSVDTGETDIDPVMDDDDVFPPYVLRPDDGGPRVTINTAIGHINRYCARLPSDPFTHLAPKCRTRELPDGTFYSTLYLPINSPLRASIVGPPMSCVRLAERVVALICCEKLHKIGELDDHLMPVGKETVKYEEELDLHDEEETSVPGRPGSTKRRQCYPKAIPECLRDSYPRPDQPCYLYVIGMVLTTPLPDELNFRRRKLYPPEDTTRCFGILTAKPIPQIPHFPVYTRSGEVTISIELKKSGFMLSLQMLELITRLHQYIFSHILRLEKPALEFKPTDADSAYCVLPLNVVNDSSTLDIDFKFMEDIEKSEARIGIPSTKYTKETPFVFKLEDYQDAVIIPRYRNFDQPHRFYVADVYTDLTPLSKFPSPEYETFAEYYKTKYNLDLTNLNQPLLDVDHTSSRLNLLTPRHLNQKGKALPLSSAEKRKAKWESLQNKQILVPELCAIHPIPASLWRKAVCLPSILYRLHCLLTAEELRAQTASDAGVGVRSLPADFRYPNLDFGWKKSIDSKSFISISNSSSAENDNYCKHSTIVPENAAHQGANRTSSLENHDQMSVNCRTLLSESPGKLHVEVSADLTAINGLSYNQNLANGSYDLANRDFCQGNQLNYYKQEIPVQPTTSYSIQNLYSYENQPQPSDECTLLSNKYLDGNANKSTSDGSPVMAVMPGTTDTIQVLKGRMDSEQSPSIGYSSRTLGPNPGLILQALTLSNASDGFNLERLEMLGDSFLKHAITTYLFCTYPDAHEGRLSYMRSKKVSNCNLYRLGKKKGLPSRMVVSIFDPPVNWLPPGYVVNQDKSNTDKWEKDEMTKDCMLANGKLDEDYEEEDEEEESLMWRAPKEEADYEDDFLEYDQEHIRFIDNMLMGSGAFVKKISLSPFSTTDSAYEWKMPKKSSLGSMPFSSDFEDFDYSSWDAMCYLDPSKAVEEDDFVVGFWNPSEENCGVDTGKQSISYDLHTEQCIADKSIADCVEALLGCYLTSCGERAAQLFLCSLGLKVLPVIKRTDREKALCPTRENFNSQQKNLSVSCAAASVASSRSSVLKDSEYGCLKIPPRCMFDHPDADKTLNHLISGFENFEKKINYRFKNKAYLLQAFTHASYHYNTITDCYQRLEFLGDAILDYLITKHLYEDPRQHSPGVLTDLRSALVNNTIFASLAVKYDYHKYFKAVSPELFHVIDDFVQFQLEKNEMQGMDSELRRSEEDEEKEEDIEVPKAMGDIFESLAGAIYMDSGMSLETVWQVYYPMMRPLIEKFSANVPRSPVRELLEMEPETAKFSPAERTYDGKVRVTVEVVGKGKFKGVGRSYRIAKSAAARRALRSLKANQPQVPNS
Starred values were filed as active, the others as inactive. Some of the compounds tested. The share of hits here may be higher or lower than overall.

SMILES | Dicer inh
CS(=O)(=O)c1ccc(C(=O)O)c(Cl)c1 | -0.9
CCCCN1C(=O)C(O)(CC(=O)c2ccc(C)o2)c2cc(Br)ccc21 (configuration not stated) | 0.18
CNC[C@H](O)c1ccc(O)c(O)c1 | -1.9
CC(C)(CCCCC(C)(C)C(=O)O)C(=O)O | 0.02
O=[N+]([O-])c1ccc2nc3c(O)c4ccccc4c(O)c3nc2c1 | 2.7
COc1cc(OC)nc(NCC(NC(=O)c2ccccc2)C(N)=O)n1 (configuration not stated) | -0.74
CCOC(=O)c1c(NC(=O)C(C)Oc2ccc(OC)cc2)sc2c1CCC(C)C2 (configuration not stated) | 2.7
CC12CN3CC(C)(CN(C1)C3c1ccc([N+](=O)[O-])o1)C2 (configuration not stated) | 0.27
COc1ccc(OC)c(NS(=O)(=O)c2ccc(Br)cc2)c1 | 6.1
Cc1[nH]c(=S)[nH]c(=O)c1Oc1ccccc1 | 0.14
Cc1ccc(C)c(Nc2nc(-c3ccncc3)nc3ccccc23)c1 | -0.13
Nc1nc2nc(-c3cccc(Br)c3)cc(C(F)(F)F)n2n1 | 4.9*
CCSc1ncc(-c2nnnn2-c2ccccc2)c(-c2ccccc2)n1 | -0.02
O=C(CSc1nc2ccccc2nc1N1CCOCC1)NC1CC1 | 2.5
CCOC(=O)c1c(NC(=O)/C=C/C(=O)O)sc2c1CCCC2 | -0.7
CC(C)(C)c1sc(N)nc1-c1ccccc1 | -13
O=c1cc(CSC(=S)N2CCSCC2)c2ccccc2[nH]1 | -0.65
COC(=O)c1sccc1Oc1ccc(C(F)(F)F)cc1NC(=O)c1cnn(-c2ccc([N+](=O)[O-])cc2)c1C(F)(F)F | 4*
COC(=O)c1cc(S(=O)(=O)NCCc2c[nH]c3ccccc23)oc1C | -0.02
N#Cc1nc(COc2ccccc2Cl)oc1N1CCOCC1 | 0.78
Cc1cc(C)nc(SCCS(=O)c2ccc(C(C)(C)C)cc2)n1 (configuration not stated) | 3
Fc1ccc(OCc2nc(-c3ccccc3)no2)cc1 | 1.9
COCc1cc(=O)n2[nH]c(SCc3ccccc3)nc2n1 | -0.6
COc1cccc(Nc2nc3ccccc3s2)c1 | 0.59
Cc1nc2ccccn2c1-c1ccnc(SCC(=O)Nc2ccc(F)cc2)n1 | -0.85
CCCCc1c(O)c2cccc3c4c(n(c1=O)c23)CCC(C)C4 (configuration not stated) | -0.13
O=C(/C(=N\N=C\c1ccc(Cl)cc1)c1ccccc1)c1ccccc1 | -1.2
CC(C)COC(=O)CN1C(=O)C2C3c4ccccc4C(c4ccccc43)C2C1=O (configuration not stated) | 1.2
CC1(C)c2ccccc2N2CCC(=O)NC21/C=C/c1cccs1 (configuration not stated) | -0.44
O=C(Nc1cccc(O)c1)c1cc2nc(-c3cccs3)cc(C(F)(F)F)n2n1 | 0.32
CCN(C(=O)c1ccc([N+](=O)[O-])o1)c1ccccc1 | 1.4
C=CCn1c(CCCO)nc2ccccc21 | -0.07
COc1cccc(OC)c1OC(=O)NC(=O)c1c(OC)ccc([N+](=O)[O-])c1OC | -0.13
O=C1c2cccc3c(N4CCOCC4)ccc(c23)C(=O)N1c1ccccc1 | 0.14
Cn1nnnc1SCCNCc1ccc(-c2ccccc2)cc1 | -0.99
COc1cccc(/C=N/NC(=O)c2cc(C)nc3ccc(Br)cc23)c1O | 2.9
Cc1c(C)c(C)c(S(=O)(=O)Oc2cc(Cl)cc(Cl)c2)c(C)c1C | -0.02
Brc1cc2c(cc1[C@H]1Nc3ccccc3[C@H]3C=CC[C@H]31)OCO2 | 0.31
Cc1cc2c(cc1C)CSC1(CCCCC1C)SC2 (configuration not stated) | -1.2
CCOC(=O)c1cc(-c2ccc(Cl)cc2)oc1/C=N/OC(=O)c1ccco1 | -0.64

Random excerpt: five compounds from above.
SMILES | Dicer inh
CCSc1ncc(-c2nnnn2-c2ccccc2)c(-c2ccccc2)n1 | -0.02
Cn1nnnc1SCCNCc1ccc(-c2ccccc2)cc1 | -0.99
O=C(CSc1nc2ccccc2nc1N1CCOCC1)NC1CC1 | 2.5
CC(C)(C)c1sc(N)nc1-c1ccccc1 | -13
CCN(C(=O)c1ccc([N+](=O)[O-])o1)c1ccccc1 | 1.4

Later entries.
SMILES | Dicer inh
O=C(O)CC(O)c1nc2ccccc2[nH]1 (configuration not stated) | 1.7
CSc1nc(NC(=O)NS(=O)(=O)Oc2ccc(Cl)cc2Cl)nc(-c2cccnc2)n1 | 0.01
CC(=O)O/N=C(\C)c1sc2ccc(Cl)cc2c1C | -0.19
CCOC(=O)c1nc(C)sc1C(=O)/C=C/N(C)C | 2.2
O=C(O)c1cccc2c1NC(c1ccc(Br)cc1)C1C3CCC(C3)C21 (configuration not stated) | 0.67
O=c1c2cc3c(=O)n(CCO)c(=O)c3cc2c(=O)n1CCO | 0.52
COc1ccc(OC)c(S(=O)(=O)Nc2cc(C(F)(F)F)cc(C(F)(F)F)c2)c1 | 0.35
CC(C(=O)NNS(=O)(=O)c1ccc(Cl)cc1)n1nnc(-c2cc(C(F)(F)F)cc(C(F)(F)F)c2)n1 (configuration not stated) | -0.42
O=C(NCc1cccs1)c1cc2n(n1)C(C(F)(F)F)CC(c1ccc(F)cc1)N2 (configuration not stated) | 1.2
COc1ccccc1C1CCN(Cc2ccc(Cl)cc2Cl)CC1 | -0.25
Cc1ccccc1Cn1nnc(-c2ccc(F)cc2)n1 | 1.2
Cc1ncc(/C=C2\C(=O)Nc3ccccc32)[nH]1 | -0.14
NC(=O)CCc1c[nH]c2ccccc12 | -1
O=C(CSc1nc2ccccc2s1)Nc1ccc(Cl)cc1 | 0.57
CC(=O)c1cccn1S(=O)(=O)c1ccccc1 | 0.39
O=C(NNC(=O)c1csc(COc2ccc(C3SCCS3)cc2)n1)c1ccc(Cl)cc1 | 3.2
OC1=CONN1c1cccc2ncccc12 | 3.2*
CCCC(CCC)C(C(=O)O)C(=O)OCC (configuration not stated) | 0.76
O=c1oc(-c2cccc(Cl)c2)nc2ccccc12 | 0.1
Cn1c(-c2ccc(Cl)cc2)cnc1NCc1cccc(F)c1 | 2.4
CCN(CC)c1ncc2c(NCc3ccccc3)nc(SCc3ccccc3)nc2n1 | -0.79
Cc1cc(NS(=O)(=O)c2ccc(F)c(Cl)c2)no1 | 0.36
Cc1nn(-c2ccccc2)c(C)c1-c1ccccc1O | 0.59
N#CC1(Nc2cccc(C(F)(F)F)c2)CCCCCC1 | -0.36
O=c1[nH]c(-c2cc(Br)cs2)nc2ccccc12 | -3.4
CC1CCCCN1CCCNC(=S)Nc1cc(C(F)(F)F)cc(C(F)(F)F)c1 (configuration not stated) | -0.19
Cc1ccc(C2N[C@@H](C(=O)O)C(C)(C)S2)cc1 (some centres not stated) | 1.7
Cc1cc(C)c(NC(=O)CC#N)c(C)c1 | 1.5
O=C(CSc1n[nH]c(-c2ccccc2)n1)c1ccc(Cl)cc1 | -1.3
Cc1cc(C)c(COc2ccc3c(c2C)OC(C)(C)CC3=O)c(C)c1 | -0.32
CCOC(=O)c1c(Sc2ccccc2)cnn1C(=O)Nc1cccc(Cl)c1 | -0.13
O=[N+]([O-])c1cccnc1Sc1nccn1-c1ccccc1Cl | 1.3
CCCCCCCC1CCC/C1=N/OC(=O)c1ccc([N+](=O)[O-])cc1 (configuration not stated) | 1.6
N#CC1CN(CCc2ccccc2)CN(CCc2ccccc2)C1 | 1.1
CC1=CC(C)(C)Nc2ccc(OC(=O)c3ccccc3Br)cc21 | 4*
O=c1c(Cc2ccc(Cl)c(Cl)c2)csc2ccccc12 | 0.34
COC(=O)c1csc(S(=O)(=O)N2CCOCC2)c1OC | -0.46
Cc1cc(-n2[nH]nnc2=S)ccc1Br | 2.4
Clc1ccc(N2C=Nc3cc(Cl)c(Cl)cc3C2)cc1Cl | 3.1*
O=S(=O)(NCCSc1ccc(Cl)cc1)c1ccc2c(c1)OCCO2 | 0.14
CCOC(=O)c1cnc(Sc2ccc(Cl)cc2)nc1C(F)(F)F | -4.2
CSC(N)=Nc1ccc(Cl)c(Cl)c1 | 2.4
COC(=O)C(O)(NC(=O)COc1ccccc1)C(F)(F)F (configuration not stated) | 0.46
NNC(=O)c1ccc(Oc2cc(Cl)cc(Cl)c2)o1 | -2.7
O=c1[nH]c2ccc(Br)cc2c(-c2ccccc2)c1CNS(=O)(=O)c1ccccc1 | -0.53
COc1ccc(NC(=O)C2C3C=CC(C3)C2C(=O)O)cc1 (configuration not stated) | -0.65
CCOC(=O)c1c(NC(=S)Nc2ccccc2)sc2c1CCCC2 | -0.38
O=S1(=O)CC2SC(=S)N(c3cccc(O)c3)C2C1 (configuration not stated) | 0.2
c1ccc(CC2=NNC(Cc3ccccc3)=NN2)cc1 | -0.59
CSc1cc(-c2ccc(Cl)cc2)[nH]c(=O)c1C#N | 0.02
CCOC(=O)c1cnc2c(F)ccc(F)c2c1Sc1cccc(C(F)(F)F)c1 | -1.4
O=C(NCC1c2ccccc2CCN1C(=O)CN1CCOCC1)C1CCCCC1 (configuration not stated) | 4.5*
COC(=O)c1ccc(NS(=O)(=O)c2ccc3c(c2)n(C)c(=O)n3C)cc1 | -0.12
Cc1ccc(C(=O)NNC(=O)Cc2nc(-c3ccccc3)sc2C)cc1 | -0.03
COc1ccc(OC)c(N2C(=O)CC(Sc3nc4ccccc4s3)C2=O)c1 (configuration not stated) | 0.23
Cc1cc(NCC2CC2)n2nc(Nc3cc(Cl)ccc3C)nc2n1 | 2.7
O=c1[nH]nc(-c2ccc(F)cc2)cc1Cc1ccc(F)cc1 | -0.33
CCOC(=O)CCC(=O)OC(C(=O)c1ccccc1)c1ccccc1 (configuration not stated) | 38
COc1c(Br)cc([N+](=O)[O-])c(OC)c1C(=O)NC(=O)Nc1c(Cl)cc([N+](=O)[O-])cc1Cl | 1.1
CC1(CO)CSC(Nc2ccc(F)cc2)=N1 (configuration not stated) | 0.69

Next results follow:
SMILES | Dicer inh
CCCc1cnc(N2CCCN(C(=O)NS(=O)(=O)c3ccc(C)cc3)CC2)nc1 | -0.86
COc1ccc(S(=O)(=O)N(C(=O)c2ccncc2)c2ccc3oc(=O)sc3c2)cc1OC | 3.3*
O=[N+]([O-])c1cccnc1Sc1nnc(-c2cccc(Cl)c2)o1 | 0.03
CC(C)NC(=O)CCSc1nc(-c2ccco2)cc(C(F)(F)F)n1 | 0.98
CSc1n[nH]c(NC(=O)c2ccc(Cl)c(Cl)c2)c1S(=O)(=O)c1ccc(Cl)cc1 | -1.1
COC(=O)c1sc(N2C(=O)c3oc4ccccc4c(=O)c3C2c2ccc(C(C)C)cc2)nc1C (configuration not stated) | 0.98
Cc1nnsc1C(=O)Nc1cc(-c2ccccc2)nn1C | -1.2
O=C1c2ccccc2OCC1c1ccccc1 (configuration not stated) | 1.1
O=C(c1ccc(F)cc1)c1sc(Nc2ccc(F)cc2)nc1-c1ccccc1 | 1.2
COc1ccc(CCNC(=S)NC2CC3CCC2C3)cc1OC (configuration not stated) | -0.77
CSC(=NC(=O)c1c(Cl)cccc1Cl)N1CCCC(C)C1 (configuration not stated) | -0.22
O=C(Nc1ccc(F)cc1F)Nc1sccc1-c1nc2ccccc2s1 | 0.12
Cc1cc(=O)[nH]c(SCC(=O)O)n1 | 1.3
O=C(NCc1ccc(F)cc1)c1cc2n(n1)C(C(F)(F)F)CC(C1CC1)N2 (configuration not stated) | 1.2
CCCCOC(=O)C1=C(C)NC2=C(C(=O)CC(C)(C)C2)C1c1ccc(C)cc1 (configuration not stated) | -0.59
CCN1C(=O)C2(/C(=C(/O)c3ccc(OC)c(C)c3)C(=O)C(=O)N2CCOC)c2ccccc21 (configuration not stated) | -0.28
Cc1nnc(N2C(=O)C(O)=C(C(=O)c3ccco3)C2c2ccccc2F)s1 (configuration not stated) | 1.6
Cc1ccc(-c2nc(NC(=O)CSc3nnc4ccccn34)ns2)cc1 | 1.6
CCOC(=O)Oc1ccc2c(=O)c(-c3ccccc3Cl)coc2c1 | 0.73
CC1=C(C(=O)OCCc2ccccc2)C(c2ccccn2)C2=C(CCCC2=O)N1 (configuration not stated) | 1.4

Of the compounds above, eight contain a furan ring, fused or not:
SMILES | Dicer inh
CCCCN1C(=O)C(O)(CC(=O)c2ccc(C)o2)c2cc(Br)ccc21 (configuration not stated) | 0.18
CC12CN3CC(C)(CN(C1)C3c1ccc([N+](=O)[O-])o1)C2 (configuration not stated) | 0.27
COC(=O)c1cc(S(=O)(=O)NCCc2c[nH]c3ccccc23)oc1C | -0.02
CCN(C(=O)c1ccc([N+](=O)[O-])o1)c1ccccc1 | 1.4
CCOC(=O)c1cc(-c2ccc(Cl)cc2)oc1/C=N/OC(=O)c1ccco1 | -0.64
NNC(=O)c1ccc(Oc2cc(Cl)cc(Cl)c2)o1 | -2.7
CC(C)NC(=O)CCSc1nc(-c2ccco2)cc(C(F)(F)F)n1 | 0.98
Cc1nnc(N2C(=O)C(O)=C(C(=O)c3ccco3)C2c2ccccc2F)s1 (configuration not stated) | 1.6

(more compounds)
SMILES | Dicer inh
O=c1[nH]nc(SCc2ccc(Cl)cc2)c(=O)[nH]1 | -3.4
O=C1c2oc3ccc(F)cc3c(=O)c2C(c2ccccc2F)N1Cc1ccc2c(c1)OCO2 (configuration not stated) | -0.09
Nc1cc(-c2ccc(OC(F)(F)F)cc2)nn1-c1ccc(Cl)cc1 | -0.81
Cc1ccc2ncc(NC(=O)c3ccc(C(C)(C)C)cc3)c(=O)n2c1 | 0.34
CCN1CCN(Cc2nc3c(c(=O)n(C)c(=O)n3C)n2CCN2CCOCC2)CC1 | -1
O=C1C=C(NCCN2CCOCC2)CC(c2ccco2)C1 (configuration not stated) | -0.41
NC(=O)CN1C(=O)C(O)(CC(=O)c2ccc3c(c2)CCCC3)c2ccccc21 (configuration not stated) | -1
CC(C)(C)S(=O)(=O)/C(C#N)=C/N1CCC(n2cccc2)CC1 | -1.5
